b-catenin transl: beta-catenin nuclear translocation modulation. HeLa beta-catenin nuclear translocation, immunofluorescence imaging. hit rate 0.3% among 190,000. nuclear translocation activity, % at 5 µM;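 active means nuclear translocation activity above 50% at 5 µM, with a well cell count of 50 or more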;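 further: per-cell ratio of nuclear to cytoplasmic median beta-catenin stain intensity; plate controls were DMSO negative control for no effect and GSK-3 inhibitor IX positive control for full effect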
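Read-out: Nuclear/cytoplasmic beta-catenin signal ratio, % activation | Assay system: Human HeLa cell line | Times: 24 h compound exposure at 37°C, 5% CO2 | Signal: Fluorescence imaging of beta-catenin antibody stain plus DAPI | Dosing: 5 µM primary, 0.02–20 µM confirmation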
UTI89 phage lysis: inhibition of K1F phage lysis, E. coli UTI89, bacterial capsule biogenesis inhibitors, alamar blue (AID 488966); inhibition, % at 100 µM, or IC50 in µM where a hit was titrated; hit rate 0.02% among 340,000; E. coli UTI89 K1F phage lysis, alamar blue, 2 h; higher % means a stronger effect;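 active means phage lysis inhibition, versus mean bacterial control, above a set limit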;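 further: capsule biogenesis inhibitors block K1F phage lysis so surviving cells raise fluorescence; higher fluorescence means more inhibition of phage lysis; actives were called in the ten point dose series up to 300 µM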
Ins promoter up: MIN6 insulin promoter up-regulation; hit rate 0.3% among 190,000; z-score at 5 µM; MIN6 insulin promoter-GFP reporter, high-content imaging; hits give high values;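 active means z-score above 3 at 5 µM with at least 500 cells counted in the well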
P. falciparum M17LAP: P. falciparum M17LAP inhibitors, primary screen, biochemical, fluorogenic H-Leu-NHMec substrate, 1536-well (AID 1619). recombinant M17LAP, H-Leu-NHMec fluorogenic kinetic assay; higher % means a stronger effect. one-dose inhibition, % at 30 µM; IC50 in µM for titrated hits. hit rate 0.38% among 220,000;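 active means compound inhibiting the enzyme by more than half at any dose during confirmatory dose-response retesting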;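 further: plate controls were full reaction with DMSO carrier for no effect and no enzyme background for full effect; strong numbers were not always called active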
P. falciparum M1AAP: malaria alanyl aminopeptidase activity blockers – biochemical, fluorogenic H-Leu-NHMec substrate, 1536-well (AID 1445) | recombinant M1AAP, H-Leu-NHMec fluorogenic kinetic assay; higher % means a stronger effect | inhibition, % at 30 µM; hits with a dose series show IC50 in µM | hit rate 0.42% among 220,000;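 active means primary inhibition above the hit cutoff, then over 50% inhibition at one or more dose response concentrations, cut at about 23% in these data, passing the limit was not always enough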;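 further: plate controls were DMSO full reaction for no effect and no enzyme background for full effect; strong numbers were not always called active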
Dynein transport: blocks dynein driven cargo transport along microtubules | 3617.4 mouse cells, GR-EGFP nuclear translocation imaging; test concentration mostly 20 µM; stimulated with dexamethasone, 1 µM; hits give low values | hit rate 0.47% among 220,000 | z-score, hits read low | AID 1381;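 active means plate z-score of nuclear minus cytoplasmic receptor signal below a set negative limit, without overly bright fluorescence or cell loss, cut at about -3.5 in these data, passing the limit was not always enough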;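 further: z-score of nuclear minus cytoplasmic ring GR-EGFP intensity difference per well; some compounds called inactive have numbers as strong as hits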
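Buffer or medium: tetracycline-free induction medium containing charcoal-stripped FBS / Reagent: dexamethasone agonist, 1.0 µM final, for 30 min / Technique: automated 10x imaging of fixed Hoechst-stained cells / Times: induction 48 h, compound 1 h, agonist 30 min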
MT stabilizer: microtubule stabilizers in HeLa cells; % tubulin-high responders, % at 10 µM; hit rate 0.83% among 200,000; HeLa tubulin immunostaining HCS, 24 h; share of cells brighter than vehicle mean+2SD;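 active means plate Z-score above 3 for both tubulin-high and condensed-nucleus cell shares, with cell loss under 80%, at 10 µM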;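 further: anti alpha tubulin signal scored within the nucleus-defined area of each cell; some results filed as inactive read as strong as hits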
CSM14.1 death rescue: rescue of cells from ER stress-induced death, primary screen, 384-well, CSM14.1, thapsigargin, ATP luminescence (AID 1222); 190,000 tested, under 10 active; one-dose cellular ATP content (survival), % at 20 µM; EC50 in µM for titrated hits; CSM14.1 thapsigargin-induced death rescue, ATP luminescence; higher % means a stronger effect;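 active means EC50 below 50 µM in the dose-response confirmation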;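 further: death triggered by thapsigargin at about 15 µM added after 2 h compound pretreatment; cell ATP read after overnight thapsigargin exposure of roughly 18 to 22 hours; normalized against plate controls of thapsigargin alone and 5% DMSO vehicle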
Autophagy mod: modulators of autophagy | MEF GFP-LC3 puncta imaging; test concentration mostly 10 µM | calls only at 10 µM (by protocol) | hit rate 0.98% among 190,000;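 active means percentage of spot-positive cells more than 3 SD above its plate mean, without a fluorescence outlier flag or 80% toxicity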;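 further: spot-positive cell cutoff set from DMSO-treated cells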
Dynein transport cytoplasmic EGFP: second read-out of Dynein transport, no call of its own (marks repeat the call); z-score; measured here: cytoplasmic GR-EGFP intensity; hits give high values
Dynein transport nuclear GR-EGFP: recorded beside Dynein transport, whose call it bears; z-score; measured here: nuclear GR-EGFP intensity;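 lower value marks the stronger effect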
Dynein transport cell count: also measured in Dynein transport; calls as there; z-score; measured here: cell count per field
Ins promoter up cell count: second read-out of Ins promoter up, no call of its own (marks repeat the call); cell count; measured here: cytotoxicity, nuclei count;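 total cells summed across four imaged fields per well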
b-catenin transl cell count 5 µM: recorded beside b-catenin transl, whose call it bears; cell count; measured here: cell count, cytotoxicity flag
MT stabilizer Hoechst-high %: further read-out of MT stabilizer, marked with its call; % Hoechst-high responders; measured here: nuclear condensation Hoechst responders;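 share of cells brighter than vehicle mean plus two SD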
MT stabilizer cytotoxicity %: further read-out of MT stabilizer, marked with its call; toxicity, %; measured here: cytotoxicity by cell density;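 0% = mean cell density of plate MIN control wells and 100% = no cells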
Autophagy mod cell loss 18 h: also measured in Autophagy mod; calls as there; toxicity, %; measured here: cell loss, nuclei count;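 cell loss after 18 h compound exposure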
* = called active by the depositor; i = inactive; x = not tested or not shown; [ ] = dose if it differs, or a comment.

SMILES | b-catenin transl | b-catenin transl cell count 5 µM | UTI89 phage lysis | Ins promoter up | Ins promoter up cell count | P. falciparum M17LAP | P. falciparum M1AAP | Dynein transport | Dynein transport cytoplasmic EGFP | Dynein transport nuclear GR-EGFP | Dynein transport cell count | MT stabilizer | MT stabilizer Hoechst-high % | MT stabilizer cytotoxicity % | CSM14.1 death rescue | Autophagy mod | Autophagy mod cell loss 18 h
O=C(O)C1CCCN1C(=O)c1cncc(Br)c1 (stereo unspecified) | -1.4 | 843 | 4.5% | 0.18 | 1182 | 3% | 2% | -0.21 | -0.27 | -0.32 | 0.58 | 5.5 | 3.1 | 5.3 | 0.6% | i | -17
COc1ccc(/C=C/C(=O)OCC(=O)Nc2cc(C(N)=O)cc(C(N)=O)c2)cc1 | 0.0 | 1482 | -0.1% | 0.08 | 1423 | -1% | 2% | 1.2 | -0.13 | 1.3 | -1.8 | 2.4 | 3.0 | 6.9 | 0.1% | i | 4
CCC(=O)Nc1ccc(S(=O)(=O)Nc2cccnc2)cc1 | -2.2 | 1231 | 3.3% | 0.19 | 1253 | -7% | 12% | -0.88 | -0.12 | -0.22 | 0.032 | 2.8 | 1.2 | 1.2 | -5.4% | i | 0
Cc1ccc(S(=O)(=O)N(C)Cc2nc(-c3ccc(Br)cc3)no2)cc1 | x | x | -0.4% | -0.58 | 899 | 6% | 12% | -0.81 | -0.29 | -0.37 | 0.66 | 1.8 | 4.6 | 5.7 | 1.1% | i | -2
O=c1[nH]c(=S)[nH]c(O)c1N=Nc1ccc(-c2ccccc2)cc1[N+](=O)[O-] | 0.0 | 1050 | x | -0.17 | 1208 | 7% | 10µM* | -0.088 | -0.3 | 0.23 | 0.22 | 4.2 | 2.3 | 4.7 | 1.7% | i | 39
O=C1CC(c2ccccc2)CN1C(=O)c1cncc(Br)c1 (stereo unspecified) | -0.8 | 1009 | 0.4% | 0.02 | 1510 | 25% | 12% | -0.68 | 0.026 | -0.24 | 0.7 | 3.5 | 2.1 | 12 | 0.7% | i | -3
CCC1SC2=NC(C)=C(C(=O)OCCOC)C(/C=C/c3ccccc3OC)N2C1=O (stereo unspecified) | 1.4 | 1320 | 0.4% | 0.58 | 1182 | 3% | -3% | 1.4 | -0.14 | -0.27 | -2 | 3.6 | 1.5 | 3.1 | 6.3% | i | -2
Cc1ccccc1NC(=S)N(CCN(C)C)C(C)c1ccccn1 (stereo unspecified) | x | x | -1.2% | -6.2 | 541 | -4% | -5% | 0.31 | -0.24 | 0.55 | 0.66 | 1.0 | 1.4 | 5.4 | -0.3% | i | -4
C/C(=N\NC(=O)c1cc(C)oc1C)c1ccc(N2CCOCC2)cc1 | -2.6 | 1108 | 0.3% | -0.68 | 1332 | 7% | 3% | -0.0086 | -0.33 | 0.23 | -0.43 | 3.4 | 2.5 | 6.4 | -1.2% | i | 31
COc1cccc(-c2csc(/C(C#N)=C/Nc3cc4oc5ccccc5c4cc3OC)n2)c1 | -0.6 | 468 | 0.1% | x | x | -4% | 5% | -0.28 | 0.19 | 0.029 | 0.49 | 3.3 | 2.5 | 4.8 | 0.2% | i | 3
COC(=O)CCC(=O)Nc1ccc(NC(C)=O)cc1 | -5.1 | 895 | 0.1% | 0.82 | 1492 | -9% | 1% | -0.74 | 0.18 | -0.27 | 0.68 | 2.3 | 2.2 | 1.8 | -0.7% | i | -12
C[N+](C)(C)CCCC(=O)c1ccc2c(c1)OCO2 | -1.4 | 1381 | 0.9% | 0.94 | 1414 | 1% | 0% | -0.5 | -0.19 | -0.13 | 0.4 | 3.4 | 1.6 | 2.6 | 0.3% | i | -5
O=C1C2CC=CCC2C(=O)N1Cc1ccccc1Cl (stereo unspecified) | x | x | 5.3% | 0.27 | 1446 | 6% | -2% | -0.26 | -0.25 | -0.34 | 0.69 | 3.0 | 2.3 | 4.8 | 7.3% | i | 0
O=C(/C=C/c1ccc(Cl)c([N+](=O)[O-])c1)Nc1ccc(N2CCCC2)cc1 | x | x | 0.0% | -0.05 | 1446 | 2% | 4% | 0.93 | -0.22 | 0.57 | -0.32 | 2.0 | 1.4 | 0.9 | 10% | i | 0
Cc1cc(C)c(NC(=S)N(CCN(C)C)Cc2cccs2)c(C)c1 | -1.8 | 1103 | 0.1% | 0.63 | 1198 | -1% | 8% | -0.5 | -0.29 | -0.27 | 0.44 | 1.1 | 2.1 | 5.6 | -1.8% | i | 18
COc1ccc(-c2[nH]ncc2CN2CCCN(c3ccccc3)CC2)c(F)c1 | -2.3 | 991 | -0.1% | 0.09 | 1370 | x | x | -0.76 | -0.27 | -0.14 | 1.2 | 2.7 | 1.2 | 11 | -1.2% | i | -16
C=CCn1c(SCC(=O)c2[nH]c(C)c(C(=O)OC)c2C)nc2scc(-c3ccc(OC)c(OC)c3)c2c1=O | 3.7 | 1016 | -6.9% | 0 | 1356 | 16% | 6% | 0.054 | -0.15 | -0.095 | -0.47 | 5.5 | 4.5 | 4.7 | -1.0% | i | 5
CN(CC(=O)Nc1ccc(S(=O)(=O)N2CCCC2)cc1)Cc1ccc(Cl)cc1 | -1.4 | 990 | 0.6% | -0.99 | 1303 | 0% | 1% | 0.51 | -0.31 | -0.038 | -0.11 | 5.0 | 2.7 | 3.6 | 4.2% | i | -5
Cc1csc(NC(=O)c2cn3ccccc3n2)n1 | -0.5 | 1028 | 0.2%[50 µM] | -0.55 | 1212 | 2% | 17% | -0.23 | -0.29 | 0.33 | -0.2 | 5.8 | 2.1 | 7.8 | -4.7% | i | 7
CCOC(=O)c1sc2ccccc2c1NC(=O)c1coc2ccccc2c1=O | 1.8 | 1151 | 1.8% | -0.46 | 1420 | 8% | 12% | -0.35 | 0.12 | 0.082 | 0.19 | 6.4 | 3.9 | 7.2 | 4.7% | i | 2
CCn1c2ccccc2c2cc(CN3CCN(S(=O)(=O)Cc4ccccc4)CC3)ccc21 | 0.3 | 988 | 9.6% | -0.17 | 1223 | 2% | -1% | 0.57 | -0.21 | 0.43 | 0.053 | 3.8 | 3.0 | 3.6 | -0.3% | i | -1
Nc1ncnc2c1ncn2CCN1CCCCC1 | x | x | 9.6% | 1.9 | 1314 | 4% | 12% | -0.25 | -0.24 | -0.47 | -0.25 | 2.9 | 1.9 | 6.8 | 1.4% | i | 7
Cc1ccc(Oc2ccc(NC(=O)c3ccco3)cc2)cc1 | -0.7 | 872 | -0.1% | 0.84 | 1176 | 10% | 4% | -0.39 | -0.21 | 0.031 | 0.8 | 2.0 | 2.5 | 4.5 | -1.8% | i | 2
Cc1ccc(OCC(=O)N2CCN(S(=O)(=O)c3ccccc3)CC2)c([N+](=O)[O-])n1 | -3.4 | 1063 | -0.9% | 0.5 | 1602 | 5% | 11% | 0.23 | -0.27 | 0.16 | 0.83 | 2.9 | 2.1 | 8.7 | -2.8% | i | 9
O=C(Nc1ccc(S(=O)(=O)NC2CCCC2)cc1)c1cnccn1 | x | x | 0.9% | x | x | -5% | -1% | -0.71 | -0.21 | -0.91 | 2.3 | 2.9 | 1.9 | 8.9 | x | i | 0
CCOc1ccc(OCC)c(S(=O)(=O)NCCCN2CCOCC2)c1 | 2.2 | 1013 | -0.8% | 0.33 | 1064 | 10% | 5% | 0.27 | -0.25 | 0.63 | 0.31 | 3.2 | 1.6 | 8.7 | 3.4% | i | 5
COc1ccc(N(C(C)C(=O)N/N=C/c2cc(Br)c(C)o2)S(C)(=O)=O)cc1 (stereo unspecified) | -0.4 | 1503 | 0.1% | 0.11 | 1484 | 2% | -4% | -0.33 | -0.23 | -0.16 | 0.64 | 1.4 | 1.6 | 1.8 | 0.6% | i | 9
O=C(C1COc2ccccc2O1)N1CCc2ccccc2C1 (stereo unspecified) | -0.3 | 1074 | 0.1% | 0.05 | 1160 | -18% | -8% | -0.035 | -0.18 | -0.13 | 0.48 | 3.2 | 2.7 | 4.9 | -2.0% | i | -1
CCN(C(=O)COC(=O)c1cn(-c2ccccc2)nc1-c1ccccc1)C1CCS(=O)(=O)C1 (stereo unspecified) | -1.3 | 1090 | 0.2% | 0.73 | 1450 | 9% | -3% | -0.44 | -0.19 | -0.33 | -0.44 | 1.4 | 2.1 | 3.2 | -1.2% | i | 22
Cc1cc(C)n(-c2nc3c(c(=O)n(C)c(=O)n3C)n2C)n1 | -4.5 | 781 | 0.6% | -1.3 | 1373 | -8% | 2% | -0.99 | -0.24 | 0.16 | 0.5 | 5.0 | 3.2 | 11 | -0.3% | i | -12

Screening data (PubChem BioAssay)
